# IDH1 R132H inh: inhibitors of human mutant IDH1 R132H. O75874. IDH1-R132H enzyme, NADPH consumption, diaphorase/resazurin fluorescence. Potency, µM (highest dose often 76.6 µM), for the others: at the top dose activity change, negative = inhibition, most hits filed as inhibitors. 0.093% of 390,000 active; note: potency is the fitted concentration of half-maximal effect; % is set by controls: 0 for no effect and ±100 for the full control effect; nearly all actives have a fitted effect of over 65% in size
# Target sequence (O75874 whole entry R132H, stated change not applied): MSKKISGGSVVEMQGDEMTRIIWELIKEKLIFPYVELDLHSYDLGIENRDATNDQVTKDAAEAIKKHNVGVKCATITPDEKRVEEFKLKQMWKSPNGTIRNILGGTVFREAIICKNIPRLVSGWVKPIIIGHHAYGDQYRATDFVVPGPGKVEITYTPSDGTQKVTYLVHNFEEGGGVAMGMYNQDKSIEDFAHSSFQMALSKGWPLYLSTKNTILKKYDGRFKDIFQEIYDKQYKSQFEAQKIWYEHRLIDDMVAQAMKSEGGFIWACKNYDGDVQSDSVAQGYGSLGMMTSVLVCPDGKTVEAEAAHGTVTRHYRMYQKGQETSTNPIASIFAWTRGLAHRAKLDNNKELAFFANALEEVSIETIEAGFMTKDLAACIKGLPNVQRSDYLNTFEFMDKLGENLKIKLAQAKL
#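 IDH1-R132H (0.5 ug/mL dispensed) in pH 7.5 Tris buffer was preincubated 30 min with compound, then given a substrate mix of 0.016 mM NADPH and 2 mM alpha-KG for 80 min at room temperature; remaining NADPH was read by diaphorase/resazurin fluorescence.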
# LDHA inh: LDHA (human) enzyme inhibition. activity change, % (values are at about 110 or 230 µM). P00338. purified LDHA, NADH/diaphorase-resazurin fluorescence; active compounds read low. 0.15% of 480,000 active; in the data active = activity change below about -30%; inconclusive = mostly about -25% to -30%;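 note: plate controls were DMSO wells for no effect and wells without enzyme for full effect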
#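 Enzyme activity of human lactate dehydrogenase 5 (2 nM; 0.06 mM NADH, 0.2 mM pyruvate, 5 min, RT) is measured via a resazurin/diaphorase fluorescence readout of residual NADH.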
# USP1-UAF1 inh: USP1/UAF1 (human) deubiquitinase inhibition. O94782. recombinant USP1/UAF1, Ub-Rhodamine cleavage fluorescence. Potency, µM (doses to about 57.1 µM), for inactives: at the top dose activity change, negative = inhibition, hits mostly inhibitors. 0.23% of 390,000 active; note: potency is the fitted concentration of half-maximal effect; % is set by controls: 0 for no effect and ±100 for the full control effect; nearly all actives have a fitted effect of over 60% in size; inactives centre near -12
#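 USP1/UAF1 complex at 1 nM was preincubated with compound for 15 min at room temperature, then Ub-Rho substrate (150nM final) was added. Fluorescence (480/540 nm) was read kinetically, 6 reads every 60 seconds.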
# GRP78 ERSR act: inducers of ER stress response in human glioma cells; U87-MG GRP78 promoter luciferase reporter, 16 h; Potency, µM, inactives show top-dose activation, actives largely listed as activators; 0.02% of 420,000 active; note: potency is the fitted concentration of half-maximal effect; series mostly up to about 76 µM; % of control where 0% means no effect; nearly all actives have a fitted effect of over 35% in size
#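 Stably transfected U87-MG glioma cells carrying a GRP78-based luciferase sensor; 16 h compound incubation. Luminescence end-point read 10 min after Bright-Glo addition at room temperature.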
# Vif-A3G inh: inhibitors of Vif-APOBEC3G interaction. Q9HC16. HeLa A3G-eYFP + Vif (tagged APOBEC3G with the HIV-1 protein that degrades it), YFP fluorescence, overnight. Potency, µM (top dose mostly 46.1 µM), without a hit: at the top dose activity, negative = active, usual class: inhibitors. 0.076% of 410,000 active. AID 602310;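 note: potency is the fitted concentration of half-maximal effect; % is set by controls: 0 for no effect and ±100 for the full control effect; nearly all actives have a fitted effect of over 60% in size; hits raise eYFP signal because A3G escapes Vif-driven loss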
#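 HeLa cells stably expressing Vif and C-terminally eYFP-tagged A3G, seeded overnight at 37 deg C, then exposed to compound by pintool overnight at 37 deg C. Rise in yellow fluorescence (Ex 488/Em 500-530, Acumen) marks blocked Vif-driven A3G degradation.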
# RXFP1 agonist: RXFP1 (human) receptor agonism | Q9HBX9 | HEK293T-RXFP1 cAMP TR-FRET, 30 min; response scale: percent of porcine relaxin response, buffer zero | Potency, µM (top dose mostly 57.5 µM), for the others: at the highest dose activation, usual class: activators | 0.3% of 370,000 active; note: potency is the fitted concentration of half-maximal effect; % is set by controls: 0 for no effect and ±100 for the full control effect; nearly all actives have a fitted effect of over 60% in size; many of its hits are not listed in these tables
#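 Agonist response is measured as cAMP accumulation in an RXFP1-transfected HEK293T line under PDE4 inhibition. Values are scaled between buffer-only and 29 nM porcine relaxin, and EC50s come from standard Hill equation fits.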
# Vif-A3F inh: Vif-A3F binding inhibition. HeLa A3F-eYFP + Vif (tagged APOBEC3F with the HIV-1 protein that degrades it), YFP fluorescence increase. Potency, µM (titrated, usually from 46.1 µM), inactives show at the highest dose activity, negative = active. 0.2% of 390,000 active; note: potency is the fitted concentration of half-maximal effect; % of control where 0% means no effect; nearly all actives have a fitted effect of over 65% in size
#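 HeLa cells stably expressing A3F-eYFP plus Vif, plated and incubated overnight at 37 deg C, then exposed to compounds overnight at 37 deg C. Blocked degradation read as raised yellow fluorescence (Ex 488/Em 500-530).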
# TrxR1 substrate: is turned over as a substrate by rat TrxR1; Potency, µM (doses to about 114 µM), without a hit: at the highest dose activity change, negative = substrate turnover; purified TrxR1 substrate turnover, NADPH consumption readout; 0.01% of 390,000 active; AID 588456; note: potency is the fitted concentration of half-maximal effect; % is set by controls: 0 for no effect and ±100 for the full control effect; nearly all actives have a fitted effect of over 50% in size
# Target sequence (O89049 whole entry, looked up): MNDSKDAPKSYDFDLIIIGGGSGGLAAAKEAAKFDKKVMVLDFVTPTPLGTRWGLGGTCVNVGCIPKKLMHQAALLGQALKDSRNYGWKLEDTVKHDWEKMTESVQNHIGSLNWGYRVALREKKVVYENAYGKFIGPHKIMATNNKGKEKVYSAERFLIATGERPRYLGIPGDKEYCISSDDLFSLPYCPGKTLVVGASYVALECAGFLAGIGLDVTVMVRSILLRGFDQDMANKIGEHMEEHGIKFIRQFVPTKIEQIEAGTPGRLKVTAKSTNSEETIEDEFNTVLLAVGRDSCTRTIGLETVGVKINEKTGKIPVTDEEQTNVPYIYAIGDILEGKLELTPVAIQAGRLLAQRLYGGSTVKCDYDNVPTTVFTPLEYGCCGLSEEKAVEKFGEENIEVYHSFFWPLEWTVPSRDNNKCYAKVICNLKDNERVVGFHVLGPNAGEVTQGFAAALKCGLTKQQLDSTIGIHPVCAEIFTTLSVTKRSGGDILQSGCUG
#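 Rat TrxR1, dispensed at 90 nM, was prereduced with 400 uM NADPH (final) for 5 min at ~22 deg C, then incubated with compound 15 min before 400 uM selenite. A first-read NADPH fluorescence drop versus no-compound background flagged substrates.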
# PI4K2A block: blocks human PI4K2A kinase activity; Q9BTU6; purified PI4K2A, ADP-Glo luminescence, 1 h; active compounds read low; activity change, negative = inhibition, % at 76.9 µM; 0.13% of 420,000 active; AID 1346378; in the data active = activity change below about -50%; inconclusive = mostly about -30% to -49%;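 note: -100% = wells without enzyme as full effect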
#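 ADP-Glo luminescence measured ADP generated by PI4K2A enzyme (4 ug/mL before mixing) with 1.2 mM PI substrate (pre-mix) and 300 microM ATP (pre-mix). Tris pH7.5 buffer with MgCl2, Triton X-100; 1 h reaction at ambient temperature.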
# * = called active by the depositor; ? = inconclusive; / = not tested or not shown; [ ] = remark or other dose. Unless noted, calls come from the whole dose curve; as a rule, active = well fitted curve in the direction sought with a large enough effect; inconclusive = small, poorly fitted or top-dose-only effect, or another doubt; inactive = no such curve, though single readings can be large; an effect the other way counts as inactive or inconclusive.
SMILES,IDH1 R132H inh,LDHA inh,USP1-UAF1 inh,GRP78 ERSR act,Vif-A3G inh,RXFP1 agonist,Vif-A3F inh,TrxR1 substrate,PI4K2A block
CC(=O)c1ccc(N2CCN(c3ncnc4c3cnn4-c3cc(Cl)ccc3C)CC2)cc1,-5%,-6,?,-4%,1%,19%,1%,-5%[57.1 µM],2
Cc1ccc(C)c(NC(=O)C(=O)NCCc2csc3nc(-c4ccccc4C)nn23)c1,-27%,-1,4%,-3%,0%,0.1%,?,-10%[57.1 µM],1
O=[N+]([O-])c1ccc(Cl)c(S(=O)(=O)NC2=NCCC2)c1,0%,-10,-15%,-1%,0%,-0.4%,-6%,-5%[57.1 µM],0
CCC(C)N(C)C1CCN(C(=S)Nc2cccc(OC)c2)CC1 (configuration not stated),12%,-3,-8%,0%,0%,-0.4%,1%,5%,0
Cc1ccc(S(=O)(=O)N2CCN(C(=O)N3CCCCC3)CC2)c(C)c1,8%,-5,-5%,-4%,-1%,/,-7%,/,-2
O=C(Cc1n[nH]c(=O)[nH]c1=O)N/N=C/c1cccc(O)c1,5%,-1,-7%,0%,1%,0.6%,-8%,-9%,1
Cc1cc([N+](=O)[O-])ccc1NC(=O)CN1CCN(Cc2ccccc2)CC1,-8%,-15,-12%,2%,1%,3.0%,1%,0%,8
CCOC(=O)C1CCCN(C(=O)c2c(-c3ccccc3)noc2C)CC1 (configuration not stated),/,3,/,0%,0%,/,/,/,-4
Cc1nnc(SCC(=O)Nc2sccc2C(N)=O)n1Cc1ccccc1,2%,1,-2%,-3%,2%,-1.0%,-4%,-6%,0
CCn1c(SCc2ccc(C)cc2)nnc1-c1nn(-c2ccccc2)ccc1=O,0%,-3,1%,-3%,-5%,-1.5%,-10%,0%[57.1 µM],0
Fc1ccc(Nc2ccc3ccccc3n2)c(F)c1,12%,-3,-20%,-7%,0%,-4.6%,0%,-8%[0.0914 µM],-29
COc1ccc(OC)c(NC(=O)COC(=O)Cn2nnc(-c3ccccc3)n2)c1,4%,-6,-9%,-7%,6%,0.2%,-3%,5%,-2
CCOc1ccccc1C(=O)NCC(c1ccc(N(C)C)cc1)N1CCc2ccccc21 (configuration not stated),-4%,3,-23%,-3%,3%,0.1%,-6%,-4%[57.1 µM],-2
Cc1ccc(OCC(=O)N(C)CC(=O)N(CC(C)C)c2c(N)n(CC(C)C)c(=O)[nH]c2=O)c(C)c1,1%,-7,2%,-4%,-2%,0.6%,2%,5%,1
CCC1Nc2ccccc2-c2nnc(SC)nc2O1 (configuration not stated),-2%,-3,4%,9%,0%,-3.3%,0%,-8%,-4
CC(C)(C)c1ccc(S(=O)(=O)N2CCN(C3CCCC3)CC2)cc1,8%,1,-26%,-3%,4%,0.7%,0%,2%,-9
COc1cc2c(=O)n(Cc3ccccc3)c(=O)n(CC(=O)NCC3CCCO3)c2cc1OC (configuration not stated),-2%,-11,-10%,-1%,0%,3.3%,-10%,33%[activator],-2
O=C(CSc1nnc(C2CC2)n1Cc1ccccc1)Nc1cccnc1Cl,-4%,-3,-6%,1%,1%,2.1%,-12%,2%[57.1 µM],0
C[C@@]12C(=O)N(Cc3ccc(-c4ccccc4)cc3)CC(=O)N1[C@H](/C=C/c1ccccc1)[C@@H]1C(=O)N(c3ccccc3)C(=O)[C@@H]12,12%,5,-31%,5%,-1%,-0.7%,5%,-7%,-4
COc1ccccc1CN1C[C@@H]2C[C@@H](c3ccc4nsnc4c3)N3CCC[C@@]23C1=O,-2%,3,-22%,-3%,-9%,-4.3%,-1%,2%,-1
Cc1nn(C(=O)c2cccs2)c(N)c1-c1ccccc1,-3%,1,?,9%,-5%,7.9%,-1%,8%[57.1 µM],1
Cc1ccnc(N2CCCC(C(=O)Nc3cc(F)ccc3C)C2)n1 (configuration not stated),-2%,-11,-7%,-1%,-1%,1.7%,-12%,17%,4
COc1ccc(Cl)cc1-n1c(C)ccc1C,-2%,-5,-20%,2%,-9%,0.4%,-11%,6%,0
CCOc1ccc(Nc2nc(N)nc(CSC(=S)N3CCOCC3)n2)cc1,0%,-4,-21%,10%,-4%,-1.9%,1%,-6%,3
O=C(COc1ccc(Cl)cc1Cl)NC(=S)Nc1ccc(CN2CCOCC2)cc1,-1%,-5,-17%,-2%,-1%,2.4%,9%,-10%[57.1 µM],3
O=c1[nH]c2ccc(S(=O)(=O)Nc3ccc(Cl)cc3)cc2o1,0%,-5,-15%,-8%,-4%,-4.3%,2%,1%,3
COc1ccc(OC)c(NC(=O)CSc2nnc(CNC(=O)COc3ccc(Cl)cc3)o2)c1,2%,3,-3%,-1%,2%,-0.2%,-13%,-9%,-2
CC(C)NC(=O)C1CCCN(S(=O)(=O)c2cccc3nonc23)C1 (configuration not stated),8%,-2,-27%,0%,-6%,-0.6%,11%,1%,2
CCC(=O)Nc1nc2c(c(=O)[nH]1)CCCC2,0%,-2,-15%,-4%,1%,-3.2%,1%,2%,-3
Cc1cccc(Cn2nnc3c(=O)[nH]c(C4CCN(C(=O)c5ccccc5F)CC4)nc32)c1,-18%,4,-20%,-1%,-5%,-1.0%,2%,4%,1
COc1ccccc1C(=O)N(C)CC(=O)Nc1ccc(N2CCOCC2)cc1,-6%,-17,-23%,-4%,0%,-3.0%,-1%,-1%,1
CC(/C=N/NC(=O)c1nnn(-c2nonc2N)c1C(C)C)=C\c1ccco1,-4%,16,-18%,?,-7%,-4.3%,?,-2%,-12
Cn1c(=O)c2cc(NC(=O)c3ccccc3Cl)c(=O)oc2n(C)c1=O,1%,-2,-5%,0%,0%,9.1%,-6%,-5%,-5
O=C(CN1C(=O)/C(=C/c2ccco2)SC1=S)Nc1ccc(O)c(C(=O)O)c1,7%,-1,?,0%,2%,2.7%,3%,6%,-1
Cc1ccc(NC(=O)Nc2cc(-c3ccccc3)nn2C)cc1Cl,-18%,-1,-10%,8%,-5%,3.6%,-12%,-6%,5
Cn1cccc1/C=N/NC(=O)c1ccccn1,-9%,-3,-10%,-6%,1%,-0.2%,4%,-12%,-7
COc1ccc2[nH]c(C(=O)N3CCC(n4nccc4NC(=O)C4CC4)CC3)c(C)c2c1,-3%,1,-10%,-5%,1%,-0.1%,-2%,7%,6
CCCc1cc(C(=O)Cc2ccc(F)cc2)c(O)cc1O,6%,1,-26%,-7%,-5%,0.7%,-2%,-8%,-4
Cc1cc(C(=O)NC2CC(C)(C)Cc3c2cnn3-c2ccccc2)n(C)n1 (configuration not stated),0%,-10,-20%,-2%,0%,4.6%,-5%,-4%,-5
c1ccc(C2OCC3(CO2)COC(c2ccccc2)OC3)cc1 (configuration not stated),3%,0,-18%,-3%,-1%,0.2%,2%,-7%,-2
N/C(=N\OC(=O)CCC1CCCC1)c1ccccc1,31%,-7,-8%,3%,3%,1.2%,13%,4%[57.1 µM],-4
CCS(=O)(=O)c1ncc(N(Cc2ccc(F)cc2)Cc2ccco2)c(C(=O)Nc2cc(C)ccc2C)n1,7%,-17,?,-2%,1%,-0.1%,-10%,4%,-2
Cc1nn(-c2ccccc2)c2ncc(C(=O)c3cc(Cl)ccc3O)cc12,0%,1,-22%,-4%,-2%,0.1%,9%,-17%,-6
O=C1c2ccc(Oc3ccc4c(c3)C(=O)N(CCCCO)C4=O)cc2C(=O)N1CCCCO,1%,-6,-13%,-6%,-6%,0.7%,7%,-4%,-15
CCn1c(=O)c(C(=O)NCc2ccc(OC)c(OC)c2)c(O)c2ccccc21,3%,6,-2%,2%,0%,6.1%,-14%,4%,4
O=C(c1ccccc1)N1N=C(C(F)(F)F)CC1(O)c1ccccc1O (configuration not stated),-5%,-1,4%,4%,-8%,-2.4%,-3%,-9%,-2
COc1ccc([C@H]2CC(=O)C=C(c3ccc(-c4ccccc4)c(F)c3)C2)cc1OC,-13%,-6,-22%,0%,0%,2.1%,-3%,-1%,0
CSc1ncccc1C(=O)NNC(=O)c1ccc(NS(=O)(=O)c2cccs2)cc1,-3%,-2,-3%,-4%,-2%,1.9%,-2%,1%,-4
CC(C)Sc1nc2sccc2c(=O)n1-c1ccccc1,0%,2,-13%,0%,-5%,0.1%,9%,-10%,1
Cc1onc(-c2ccccc2Cl)c1C(=O)NC(=S)Nc1ccccc1F,5%,-3,-7%,-3%,-4%,1.7%,?,3%,5
O=S(=O)(N/N=C/c1cn(Cc2ccccc2)c2ccccc12)c1ccccc1,4%,-8,-8%,9%,-7%,3.2%,11%,-1%,-1
CCOC(=O)CN1C(=O)S/C(=C/C=C/c2ccc(N(C)C)cc2)C1=O,-4%,-5,?,-7%,?,1.3%,?,-5%,-2
Cc1c(-c2ccccc2)nc2ccccc2c1C(=O)O,1%,?,-7%,-3%,0%,0.7%,-1%,4%,-3

# Bioassay records deposited in PubChem BioAssay by National Center for Advancing Translational Sciences (NCATS).

# Some of the compounds tested; the hit share may differ from the screen's.
